High-throughput results (PubChem BioAssay)
L3MBTL1 inh: L3MBTL1 (human) inhibition | hit rate 0.66% among 230,000 | AlphaScreen L3MBTL1–H3K9me1 peptide binding | AID 485360 | Potency, µM (doses to about 57.1 µM), without a hit: top-dose activity, negative = inhibition, most hits filed as inhibitors; note: potency is the fitted concentration of half-maximal effect; % is set by controls: 0 for no effect and ±100 for the full control effect; nearly all actives have a fitted effect of over 60% in size
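L3MBTL1 (50 nM) pre-complexed 30 min with biotinylated H3(1-15)K9me1 peptide (75 nM), then compounds added for 30 min at room temperature; AlphaScreen streptavidin donor/nickel chelate acceptor beads (10 ug/mL final) read after 30 min dark incubation.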
HTT aggregate: mutant huntingtin aggregation inhibition | PC12 HttQ103-GFP aggregates, Acumen cytometry, 40 h | Potency, µM (doses to about 46.1 µM), for the others: at the highest dose activity change, negative = inhibition, hits mostly inhibitors | hit rate 1.1% among 220,000 | AID 1688; note: potency is the fitted concentration of half-maximal effect; % is set by controls: 0 for no effect and ±100 for the full control effect; nearly all actives have a fitted effect of over 60% in size
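Using laser scanning cytometry, GFP-positive aggregates were counted after lysis of PC12 cells induced with 100 nM tebufenozide to express HTT exon 1 Q103–GFP. Compounds were tested in titration.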
KinaseGlo FLuc: counter-screen: inhibitors of Kinase-Glo firefly luciferase; Potency, µM (series often up to 38.3 µM), inactives show at the top dose activity change, negative = inhibition, actives largely listed as inhibitors; Kinase-Glo luciferase, ATP luminescence, 8 min; hit rate 0.28% among 200,000; Q27757; note: potency is the fitted concentration of half-maximal effect; % is set by controls: 0 for no effect and ±100 for the full control effect; nearly all actives have a fitted effect of over 60% in size
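Compounds were added to a substrate mix at pH 7.2 (50 mM imidazole, 10 uM ATP, within the enzyme's linear range), followed by Kinase-Glo detection reagent; luminescence was measured after 8 minutes at ambient temperature.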
Epigenetic derep: derepresses silenced GFP reporter in murine cells; hit rate 0.2% among 280,000; murine LDR cells, GFP reporter derepression, 30 h; Potency, µM (series often up to 53.9 µM), for the others: at the top dose GFP activation, usual class: activators; AID 1865; note: potency is the fitted concentration of half-maximal effect; % of control where 0% means no effect; nearly all actives have a fitted effect of over 60% in size
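Derepression of a silenced CMV-GFP reporter in murine LDR cells is scored by enumerating GFP-positive cells with a laser-scanning microplate cytometer after 30 hours of treatment at 37 C.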
CBFb RUNX1 block: blocks binding between human CBF-beta and RUNX1; Q01196+Q13951; AlphaScreen CBFb-His/RUNX1-biotin binding, biochemical; Potency, µM (doses to about 59.8 µM), for the others: at the top dose activity, negative = inhibition, actives largely listed as inhibitors; 230,000 tested, under 10 active; AID 1477; note: % of control where 0% means no effect
Target sequence (Q01196 whole entry, looked up): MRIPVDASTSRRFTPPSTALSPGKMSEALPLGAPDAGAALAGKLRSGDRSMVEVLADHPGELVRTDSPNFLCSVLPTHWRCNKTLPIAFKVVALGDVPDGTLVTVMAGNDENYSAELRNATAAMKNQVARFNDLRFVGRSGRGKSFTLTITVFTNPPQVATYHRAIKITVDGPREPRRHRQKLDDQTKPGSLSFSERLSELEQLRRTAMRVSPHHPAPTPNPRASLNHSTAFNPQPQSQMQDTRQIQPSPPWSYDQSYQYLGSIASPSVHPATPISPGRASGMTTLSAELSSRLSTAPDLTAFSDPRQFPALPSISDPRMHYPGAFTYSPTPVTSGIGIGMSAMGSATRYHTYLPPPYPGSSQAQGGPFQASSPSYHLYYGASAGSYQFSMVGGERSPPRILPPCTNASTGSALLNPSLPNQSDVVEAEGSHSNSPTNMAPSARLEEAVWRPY
Target sequence (Q13951 whole entry, looked up): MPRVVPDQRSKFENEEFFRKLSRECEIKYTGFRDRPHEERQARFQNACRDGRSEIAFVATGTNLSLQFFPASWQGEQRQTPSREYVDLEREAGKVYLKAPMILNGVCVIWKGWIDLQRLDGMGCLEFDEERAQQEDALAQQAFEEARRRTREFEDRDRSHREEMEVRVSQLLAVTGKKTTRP
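Inhibition was taken as any reduction in AlphaScreen signal from the CBF-beta–RUNX1 pair (His and biotin tags, 30 nM each), measured after compound (15 min) and bead (90 min) incubations at room temperature.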
IMPase Li inh: IMPase inhibition in cells with lithium potentiation; AID 1457; hit rate 0.35% among 210,000; Potency, µM (series often up to 59.4 µM), inactives show at the highest dose activity, negative = IMPase inhibition, usual class: inhibitors; CHO-M1 cells, IP1 TR-FRET (IP-One), carbachol + lithium;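 note: IP1 builds up when IMPase is blocked and the TR-FRET signal falls; potency is the fitted concentration of half-maximal effect; plate controls were basal vehicle for no effect and high inhibitor control for full effect; nearly all actives have a fitted effect of over 50% in size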
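Test compounds were applied to CHO-M1 cells previously cultured for 16–30 h at 2000 per well. A small lithium amount accompanied them; after 30 min at 37C, IP1 was quantified by TR-FRET.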
NPSR antag: neuropeptide S receptor (human) antagonism, cAMP; Q6W5P4; CHO-NPSR cells, cAMP TR-FRET, antagonist mode; Potency, µM (series often up to 38.3 µM), for inactives: top-dose activity change, negative = inhibition, most hits filed as inhibitors; hit rate 1% among 220,000; AID 1461; note: potency is the fitted concentration of half-maximal effect; % is set by controls: 0 for no effect and ±100 for the full control effect; nearly all actives have a fitted effect of over 50% in size; many of its hits are not listed in these tables
Target sequence (Q6W5P4 whole entry, looked up): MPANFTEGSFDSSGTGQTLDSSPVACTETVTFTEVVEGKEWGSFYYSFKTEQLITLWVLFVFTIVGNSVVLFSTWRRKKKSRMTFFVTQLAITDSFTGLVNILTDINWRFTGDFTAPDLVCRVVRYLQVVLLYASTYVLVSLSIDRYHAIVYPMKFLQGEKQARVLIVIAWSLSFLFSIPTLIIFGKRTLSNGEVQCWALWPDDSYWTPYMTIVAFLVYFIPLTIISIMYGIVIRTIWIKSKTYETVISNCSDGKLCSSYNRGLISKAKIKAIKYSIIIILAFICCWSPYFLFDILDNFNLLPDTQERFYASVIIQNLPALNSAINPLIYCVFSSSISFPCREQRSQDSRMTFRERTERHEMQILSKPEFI
Active calls of the source: *; ? = inconclusive; / = no result given; & = joins results of further samples; [ ] = remark or other dose. Calls come from the whole dose curve; as a rule, active = well fitted curve in the direction sought with a large enough effect; inconclusive = small, poorly fitted or top-dose-only effect, or another doubt; inactive = no such curve, though single readings can be large; an effect the other way counts as inactive or inconclusive. Not all compounds are listed (hit frequency here may not be typical).

Molecule	Epigenetic derep	IMPase Li inh	NPSR antag	HTT aggregate	KinaseGlo FLuc	CBFb RUNX1 block	L3MBTL1 inh
CN1C(=O)NC(=O)[C@]2(Cc3ccccc3N3CCN(c4ccccc4)CC32)C1=O (some centres undefined)	0.8%	28%[38.3 µM]	-7%[46.1 µM]	-3%	-2%	-6%	/
COc1cc(CNC(=O)CCCC/C=C\C(C)C)ccc1O	2.1%	5%&21%&-3%	-20%	/	0%	6%	/
O=C(CCn1c(=O)oc2ccccc21)N1CCN(C(c2ccccc2)c2ccccc2)CC1	2.1%	13%[38.3 µM]	?	?	1%	-5%	31%[activator]
O=c1c2ccccc2nc(/C=C/c2ccco2)n1-c1ccccc1O	3.3%	/	33%	9%[9.22 µM]	/	-14%	-9%
Clc1ccc(C2NCCc3[nH]cnc32)cc1 (centres undefined)	3.6%	5%	20%	-16%	-1%	4%	-4%
O=c1[nH]c(=O)n(CCC2=CCCCC2)c(O)c1C=NC1CCN(Cc2ccccc2)CC1	-0.2%	14%[38.3 µM]	26%[46.1 µM]	-31%	-5%	2%	-9%
Cc1onc(-c2c(Cl)cccc2Cl)c1C(=O)Nc1ccc2c(C(F)(F)F)cc(=O)oc2c1	0.0%	/	?	25%[9.22 µM]	/	2%	-6%
Cc1cc(/C=C2/C(=O)NC(=O)N(Cc3ccco3)C2=O)c(C)n1-c1ccccc1	0.0%	4%	-11%	13%	-3%	?	-28%
C[C@]1(C(=O)O)CCC[C@]2(C)c3cc(O)ccc3CC[C@@H]12	0.8%	14%	/	/	1%	6%[21.7 µM]	/
N#CCC(=O)NN1Cc2ccccc2C1=N	0.0%	-7%	13%	13%	3%	7%	-5%
CC(=O)c1cc(OC(=O)N2CCOCC2)ccc1OC(=O)N1CCOCC1	1.4%	7%[38.3 µM]	?	-5%	-3%	1%	-1%
CCC(C)n1c(C)cc(C(N)=O)c1C (centres undefined)	-1.4%	0%	9%	11%	-2%	-2%	-10%
CC1C2Cn3c(nc4ccccc43)C1N(C)O2 (centres undefined)	-1.2%	/	21%	-33%[9.22 µM]	/	21%	/
CCNc1nc(Cl)nc(NCC)n1	-1.8%	1%	/	17%	-2%	/	/
O=[N+]([O-])[N-][n+]1cnn(Cc2ccc(Cl)cc2)c1	0.3%	-6%	9%	11%	-2%	-8%	/

A draw from above in order of length of the SMILES, falling.
Molecule	Epigenetic derep	IMPase Li inh	NPSR antag	HTT aggregate	KinaseGlo FLuc	CBFb RUNX1 block	L3MBTL1 inh
Cc1onc(-c2c(Cl)cccc2Cl)c1C(=O)Nc1ccc2c(C(F)(F)F)cc(=O)oc2c1	0.0%	/	?	25%[9.22 µM]	/	2%	-6%
Cc1cc(/C=C2/C(=O)NC(=O)N(Cc3ccco3)C2=O)c(C)n1-c1ccccc1	0.0%	4%	-11%	13%	-3%	?	-28%
C[C@]1(C(=O)O)CCC[C@]2(C)c3cc(O)ccc3CC[C@@H]12	0.8%	14%	/	/	1%	6%[21.7 µM]	/

Next section.
Molecule	Epigenetic derep	IMPase Li inh	NPSR antag	HTT aggregate	KinaseGlo FLuc	CBFb RUNX1 block	L3MBTL1 inh
O=S(=O)(O)c1cc(O)ccc1O	5.2%[16.9 µM]	-6%	/	-3%[20.6 µM]	-1%[17.1 µM]	2%[21.7 µM]	15%
CCC1(C)CC(CCNCc2ccc(N(C)C)cc2)(c2ccc(F)cc2)CCO1 (centres undefined)	0.1%	/	-8%	13%[9.22 µM]	/	-6%	-17%
CCOP(=O)(OCC)C(NC(=O)CN1C(=O)c2ccccc2S1(=O)=O)C(Cl)(Cl)Cl (centres undefined)	2.6%	3%	4%	10%	-1%	8%	7%
O=C1C2CCN(CC2)C1(CO)CO	11%&0.0%&6.8%	-7%&2%&-7%&4%	/	/	-6%[7.66 µM]	14%	/
O=C1CC(c2cccnc2)=NN1c1ccccc1	-0.7%	13%	5%	3%	2%	14%	-28%
Cc1ccc(-n2c(O)c(C=NC3CCCCC3N)c(=O)[nH]c2=O)cc1C (centres undefined)	-8.6%	16%[38.3 µM]	6%[46.1 µM]	2%	2%	-3%	-3%
CN1CCc2nc(SCc3ccccc3Br)c(C#N)cc2C1	?	15%	-39%	-11%[9.22 µM]	-1%	-6%	-10%
CNC(=O)c1cccn(Cc2cc(C(F)(F)F)cc(C(F)(F)F)c2)c1=O	1.1%	-3%	1%	?	1%	3%	/
O=[N+]([O-])c1ccc(-c2[se]c3ccccc3c2I)cc1	-1.4%	-4%	/	/	-4%[39.9 µM]	/	/
CCCCN1C(=O)NC(=O)C2(Cc3c(nc4c(C)cccn4c3=O)N3CCc4ccccc4C32)C1=O (centres undefined)	-0.8%	17%[38.3 µM]	-25%[46.1 µM]	?	2%	4%	-1%
COCCNC(=O)c1c(NC(=O)c2ccc(Br)o2)n(Cc2ccccc2)c2nc3ccccc3nc12	?	2%	-41%	?	-1%	22%	-26%
Cc1cc(C(=O)CS(=O)(=O)c2ccccc2)cc(C)c1OC(=O)N(C)C	-0.5%	-2%	-3%	-25%	-26%	-19%	-10%
O=C1/C(=C\c2ccc([N+](=O)[O-])cc2)N2CCC1CC2	-1.8%	3%	3%	7%	-2%	-4%	-2%
COC(=O)CC1(CC(=O)OC)C(=O)NC(=O)NC1=O	-9.0%	7%[38.3 µM]	-5%[46.1 µM]	13%	13%	-7%	5%
N#CC1(c2ccccc2)CCN(C2CC(=O)N(c3ccc(F)cc3)C2=O)CC1 (centres undefined)	3.2%	11%	5%	9%	-2%	-7%	-1%

Random excerpt: three records from the list
Molecule	Epigenetic derep	IMPase Li inh	NPSR antag	HTT aggregate	KinaseGlo FLuc	CBFb RUNX1 block	L3MBTL1 inh
O=C1CC(c2cccnc2)=NN1c1ccccc1	-0.7%	13%	5%	3%	2%	14%	-28%
CNC(=O)c1cccn(Cc2cc(C(F)(F)F)cc(C(F)(F)F)c2)c1=O	1.1%	-3%	1%	?	1%	3%	/
CCOP(=O)(OCC)C(NC(=O)CN1C(=O)c2ccccc2S1(=O)=O)C(Cl)(Cl)Cl (centres undefined)	2.6%	3%	4%	10%	-1%	8%	7%

The listing continues.
Molecule	Epigenetic derep	IMPase Li inh	NPSR antag	HTT aggregate	KinaseGlo FLuc	CBFb RUNX1 block	L3MBTL1 inh
C=CCn1c(O)c(C=NCCN2CCNCC2)c(=O)[nH]c1=O	1.6%	0%[38.3 µM]	0%[46.1 µM]	0%[9.22 µM]	1%	1%	/
CN(C)CC#CCn1c2ccccc2c2ccccc21	3.2%	/	-13%	-7%[9.22 µM]	/	-1%	-9%
O=C1N(c2ccccc2)C(c2cccnc2)N2CCCN12 (centres undefined)	-0.4%	-14%	14%	-12%	/	7%	/
CN1Cc2ccccc2[C@@H]2c3cccc4[nH]cc(c34)C[C@H]21	?	9%&13%	/	/	-10%	?	/
CCC1(C(=O)c2ccc(C)cc2)C2c3ccccc3OC(=O)C21C(=O)O (centres undefined)	-1.0%	/	-10%	-9%[9.22 µM]	/	3%	-4%
CC(c1ccccc1)(c1ccccc1)c1ccncc1	-0.5%	18%	-42%	4%	-2%	-4%	27%
CCC12CN3CCN(CC(C3)C1O)C2 (centres undefined)	-0.1%	7%	3%	0%	0%	-3%	5%
CC12CN3CC(C)(CN(C1)C3c1ccco1)C2=O (centres undefined)	-1.9%	8%[38.3 µM]	13%[46.1 µM]	21%	-5%	15%	-3%
CCC(=NCc1cccnc1)c1c(O)n(Cc2ccccc2)c(=O)[nH]c1=O	-7.4%	9%[38.3 µM]	-11%[46.1 µM]	-1%	10%	14%	-5%
CC[C@@]1(O)C(=O)OCc2c1cc1n(c2=O)Cc2cc3c(NC(=O)CN)cccc3nc2-1	0.7%	19%	2%	-9%[9.22 µM]	-4%[7.66 µM]	1%	53%[activator]
c1ccc2c(CN3CCCCCCC3)c[nH]c2c1	-1.1%	11%[38.3 µM]	0%[46.1 µM]	13µM*	-3%	0%	-1%
C/C(N)=C(/C#N)C(=O)CSc1nc2cc(Cl)ccc2c(=O)n1-c1ccc(C)cc1	?	-3%	-24%	?	4%	2%	-6%
CC(=O)NC(=O)NC(C)Cc1ccccc1 (centres undefined)	-2.0%	2%[38.3 µM]	2%[46.1 µM]	26%	1%	6%	6%
CCC(=Nc1ccc2c(c1)CCC2)c1c(O)n(C)c(=O)n(C)c1=O	-5.4%	/	-5%[46.1 µM]	-14%	/	2%	8%
CN(C)c1nc(OCCNC(=O)COc2ccc(Cl)cc2Cl)nc(N2CCCCC2)n1	12%	18%	-18%[46.1 µM]	10%	6%	4%	2%
COc1cc(C=C2C(=O)NC(=O)NC2=O)ccc1OCc1ccc([N+](=O)[O-])cc1	-0.3%	3%	-25%	12%	-5%	-6%	-2%
CCCC(C)n1[nH]c(=O)c2c1NC(=O)CSC2c1ccccc1 (centres undefined)	-1.2%	/	6%	3%[9.22 µM]	/	1%	4%
CC1=NN(c2ccccc2)C(=O)C1/C=C1/C(=O)NC(=O)N(c2cccc(C)c2)C1=O (centres undefined)	-1.1%	10%[38.3 µM]	-10%[46.1 µM]	39%	-3%	-2%	-1%
S=C=Nc1cccc(C2(N3CCCCC3)CCCCC2)c1	-0.3%	18%	/	/	-3%	7%[21.7 µM]	-9%
Cc1ccc(OCC(=O)Nc2ccc(Cl)cc2C(=O)c2ccccc2)cc1	1.9%&-1.0%	-1%	-20%	-6%	-2%	11%	3%
COC(=O)[C@]1(C)C[C@H]1[C@H](NP(=O)(c1ccccc1)c1ccccc1)c1ccccc1	0.0%&1.3%	3%&-4%	13µM*	4%	-1%&2%	-3%&10%	3%
CCOP(=O)(OCC)C(NC(=O)c1ccc(C)cc1)C(Cl)(Cl)Cl (centres undefined)	1.0%	1%	12%	-7%	3%	-6%	18%
COc1ccc2c(c1)[C@@]13CCCC[C@H]1[C@@H](C2)NCC3	-1.2%	12%	-8%[46.1 µM]	/	-1%	14%	/
COc1ccccc1N1CCN(Cc2ccc(F)cc2)CC1	0.7%	2%	4%	-13%	1%	1%	/
CC(C)(C)P(=O)(c1ccncc1)N1CCCC1 (centres undefined)	1.0%	11%[38.3 µM]	6%[46.1 µM]	2%	-1%	4%	/
CC(C)n1c(=O)c(C=Nc2ccc(Br)cc2)c(O)n(Cc2ccco2)c1=O	1.0%	7%	-35%	?	-1%	-9%	-14%
c1cncc(C2CCCCN2Cc2ccc3c(c2)OCO3)c1 (centres undefined)	0.0%	14%[38.3 µM]	2%[46.1 µM]	1%	-3%	-1%	-2%
S=C1NC2(CCCCC2)NC12CCCCC2	-1.6%	/	-21%	3%[9.22 µM]	/	5%	1%
